Compound activity from PubChem.
HIF-2a block – blocks HIF-2a reporter activity; 786-0 RCC cells HIF-2a reporter, luciferase luminescence, overnight; 0.72% of 360,000 active; AID 624352; inhibition, % at 18.8 µM;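 active = inhibition of the luminescence signal of 40% or more relative to plate controls, in a single-dose primary screen at 18.75 µM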
NR2E3 ag-1 – agonists of human NR2E3 nuclear receptor | CHO-S Gal4-NCOR/VP16-NR2E3 two-hybrid, luciferase | inhibition of corepressor binding, % at 3.98 µM | 0.35% of 360,000 active | AID 602229;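 active = inhibition above the mean of all tested compounds plus 3 SD, cut at about 70% in these data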;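 also: 0% = DMSO with NR2E3 transfected cells and 100% = cells lacking NR2E3 construct; higher means lower luciferase signal from less NR2E3 corepressor binding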
Target sequence (Q9Y5X4 whole entry, looked up, the tested form may be a part): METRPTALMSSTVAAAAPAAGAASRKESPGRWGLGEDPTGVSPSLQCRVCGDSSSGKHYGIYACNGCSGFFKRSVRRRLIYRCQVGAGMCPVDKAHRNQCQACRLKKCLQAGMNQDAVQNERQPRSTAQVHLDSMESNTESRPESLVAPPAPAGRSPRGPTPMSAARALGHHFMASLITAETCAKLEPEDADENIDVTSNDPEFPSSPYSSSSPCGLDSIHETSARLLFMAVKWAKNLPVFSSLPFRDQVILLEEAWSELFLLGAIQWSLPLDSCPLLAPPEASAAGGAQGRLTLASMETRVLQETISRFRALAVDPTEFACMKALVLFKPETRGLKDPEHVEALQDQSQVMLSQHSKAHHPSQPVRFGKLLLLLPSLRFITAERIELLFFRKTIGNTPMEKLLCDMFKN
PDI turbidity – PDI (human) enzyme inhibition; P07237; PDI insulin aggregation turbidity, A650, 90 min; AID 588391; 0.052% of 350,000 active; inhibition, % at 10 µM;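 active = mean inhibition across replicates of 30% or more, whatever share of single replicates reach that level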;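 also: absorbance from insulin aggregation driven by PDI reduction with DTT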
Cardio protect – myocardial damage modulation in H9c2 cells | AID 588492 | protection from H2O2 cell death, % at 20 µM | 0.63% of 360,000 active | H9c2 cardiomyocytes, H2O2 injury protection, ATPLite, 2 h;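 active = compounds giving at least 50% protection of heart cells from peroxide-induced death in the single-dose screen, raw or plate-pattern-corrected value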;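 also: 0% = DMSO wells with peroxide and 100% = DMSO wells without peroxide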
HTR2A ag – mouse HTR2A agonism via beta-arrestin recruitment | 0.66% of 360,000 active | CHO-K1 mHTR2A beta-arrestin complementation, luminescence; percent of 30 µM serotonin response | activation, % at 7.6 µM | P35363;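 active = activation above a run cutoff, the mean activation of all tested compounds plus 3 SD, cut at about 14% in these data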;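 also: 0% = plate median of compound wells and 100% = 30 µM serotonin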
Target sequence (P35363 whole entry, looked up): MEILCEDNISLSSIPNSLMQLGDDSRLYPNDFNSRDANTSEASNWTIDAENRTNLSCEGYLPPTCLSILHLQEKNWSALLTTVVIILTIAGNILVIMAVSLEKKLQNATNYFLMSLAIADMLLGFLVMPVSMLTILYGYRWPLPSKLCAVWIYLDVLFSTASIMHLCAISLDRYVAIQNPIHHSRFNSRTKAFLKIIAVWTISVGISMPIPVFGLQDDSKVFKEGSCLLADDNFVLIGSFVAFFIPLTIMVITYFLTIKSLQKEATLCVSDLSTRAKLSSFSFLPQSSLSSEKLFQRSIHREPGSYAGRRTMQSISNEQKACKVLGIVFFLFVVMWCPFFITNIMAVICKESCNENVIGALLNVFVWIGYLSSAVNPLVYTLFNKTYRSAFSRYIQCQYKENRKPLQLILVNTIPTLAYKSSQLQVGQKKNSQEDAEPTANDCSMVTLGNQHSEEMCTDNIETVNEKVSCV
Peg3 promoter – inhibitors of Peg3 promoter. inhibition, % at 20 µM. 1.7% of 360,000 active. HeLa PEG-Prom luciferase reporter, luminescence, overnight. AID 588405;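 active = inhibition of at least 50% at 20 µM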
MITF TRPM1 inh – inhibitors of MITF-driven TRPM1 promoter in melanoma cells; inhibition, % at 12.5 µM; SK-MEL-5 TRPM1 promoter luciferase, 24 h; AID 488899; 0.83% of 330,000 active;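 active = mean inhibition across replicates of 60% or more, whatever share of single replicates reaches that level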; also: values of inactives mirror those of a sister screen read the other way
NR2E3 ag-2 – NR2E3 (human) agonism | Q9Y5X4 | GST-NR2E3/biotin-RetCOR TR-FRET, 1536-well | inhibition of corepressor binding, % at 4.78 µM | 0.12% of 320,000 active | AID 2300;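 active = percent inhibition above the cutoff of mean plus 3 SD of all tested compounds, set per screening campaign, cut at about 20% in these data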;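 also: 0% = DMSO wells and 100% = biotin wells as full block of FRET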
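system = GST-tagged NR2E3 plus biotinylated RetCOR corepressor | input = 1.35 nM GST-NR2E3 | also added = 7 nM biotin-RetCOR | schedule = 5 h incubation at 4 °C | measured by = TR-FRET with europium anti-GST and streptavidin-D2, 340 nm excitation | read-out = percent loss of FRET ratio relative to control wells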
hiPSC survival – hiPSC single-cell survival enhancement | ATPlite luminescence; 100% = ROCK inhibitor wells, 0% = DMSO | survival enhancement, % at 20 µM | 0.044% of 360,000 active; in the data active = survival enhancement above about 18%;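 also: cells exposed to compounds for 16 hours before the ATP read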
CaV13 ICDI inh – Primary screen for inhibitors of IQ motif and Ca2+-dependent inactivation inhibitor domain binding in CACNA1D, Förster resonance energy transfer in living cells, … | HEK cells, CFP/YFP FRET ICDI-IQ, plate reader, 10 min; percent FRET-ratio fall versus neutral wells | inhibition, % at 12.3 µM | 0.098% of 340,000 active | AID 743397;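 active = mean replicate inhibition of at least 30% and at least 1% of replicates passing that level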;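 also: 0% = median of the neutral control wells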
Shn3 3UTR inh – Schnurri-3 reporter inhibition in Clone20 osteoblasts; 0.52% of 360,000 active; inhibition, % at 12.5 µM; Clone20 osteoblast Shn3 3'UTR firefly luciferase, 24 h;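 active = mean inhibition of at least 75% with every replicate also reaching 75%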;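 also: 0% = median of neutral control wells and 100% = pilot-screen positive control compound; some compounds past the cut are filed as inactive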
Active calls of the source: *; · = no result given.

smiles	HIF-2a block	NR2E3 ag-1	PDI turbidity	Cardio protect	HTR2A ag	Peg3 promoter	MITF TRPM1 inh	NR2E3 ag-2	hiPSC survival	CaV13 ICDI inh	Shn3 3UTR inh
COC(=O)[C@H](CC(C)C)NC(=O)c1cc2c(cn1)[nH]c1ccccc12	2.5	-1.7	11.3	-6.4	-2.5	-18.7	-1.2	-2.1	0.9	-3.2	16.0
Cc1ccc(S(=O)(=O)N/N=C\c2cn(CC(N)=O)c3ccccc23)cc1C	8.0	12.6	-2.5	-4.6	-3.9	25.7	8.1	2.1	0.3	-6.3	-10.5
CCC(C)(C)C1CCC(NC(=O)c2ccc(S(=O)(=O)N3CCOCC3)cc2)CC1 (configuration not stated)	7.0	-18.0	-8.3	-16.8	6.4	11.5	-9.6	-3.3	-0.9	-16.3	23.4
CSc1ccccc1OCc1cc(C(=O)NCc2ccc(C)s2)no1	-92.2	-25.5	0.0	-1.8	-6.8	-105.4	-32.8	0.4	1.1	·	-16.7
COc1ccc(C(=O)NC2CCCCCC2)cc1S(=O)(=O)N1CCCc2ccccc21	-6.8	6.3	1.8	-21.3	-1.9	-3.6	-13.4	-3.8	-1.1	·	21.2
CC1CC(C)CN(C(=O)COC(=O)c2cc3ccccc3cc2O)C1 (configuration not stated)	-3.8	-10.4	0.0	-18.7	-3.7	-9.1	6.7	2.7	1.8	·	1.6
CCN(CC)c1ccc(NC(=O)COC(=O)CCc2cc(OC)c(OC)c(OC)c2)cc1	-15.2	2.5	4.6	2.2	-3.0	3.6	·	·	2.9	-6.7	-37.3
c1ccc2c(COn3nnc4ccccc43)cccc2c1	-356.8	-81.3	-13.4	-0.4	-6.4	-281.4	-62.2	-0.2	0.6	-7.1	-59.3
N#C/C(=C\c1ccccc1)C(=O)N1CCN(c2ccccc2F)CC1	5.3	-15.6	-4.9	-4.2	0.5	7.2	-0.5	1.1	-0.3	-5.0	-11.6
CCOc1cccc(NC(=O)CSc2nncn2N)c1	-17.0	-12.4	1.9	4.9	-0.1	15.2	1.9	3.7	1.7	-6.8	-13.9
CC(NC(=O)COc1ccccc1F)C1CC2CCC1C2 (configuration not stated)	-1.8	0.9	4.3	0.7	4.2	13.6	1.3	-1.5	-0.7	-5.3	4.1
CN(C)/C=C(/C(=O)c1ccc(Cl)cc1)S(C)(=O)=O	13.5	-30.6	-0.4	4.8	-1.9	10.5	-15.6	-3.6	1.5	-4.2	25.4
CC1(C(=O)Nc2cccc(Oc3ccccc3)c2)CCN1C1Cc2ccccc2C1 (configuration not stated)	23.1	-16.5	-1.7	-5.2	-6.4	23.4	·	·	3.2	-6.2	69.6
Cc1ccc(Cn2cc(/C=N/Nc3ccc([N+](=O)[O-])cn3)c3ccccc32)cc1	-11.9	-93.4	6.6	11.4	-2.7	20.5	-5.8	-2.7	-0.6	-37.3	-42.1
CC(C)(C)C(=O)/C=c1\[nH]c(=O)/c(=C\c2ccccc2F)s1	-18.2	-30.2	-3.6	-5.5	-1.9	0.9	-8.3	2.6	-0.6	-2.2	3.4

(more compounds)
smiles	HIF-2a block	NR2E3 ag-1	PDI turbidity	Cardio protect	HTR2A ag	Peg3 promoter	MITF TRPM1 inh	NR2E3 ag-2	hiPSC survival	CaV13 ICDI inh	Shn3 3UTR inh
COc1cc(NC(=O)C23CC4CC(C2)CC(n2cnc([N+](=O)[O-])n2)(C4)C3)cc(OC)c1	3.0	0.7	-1.5	2.4	3.4	16.5	6.5	-3.2	-0.9	-2.1	3.3
O=C(CCS(=O)(=O)c1ccc(Br)cc1)Nc1ccccc1Cl	12.8	11.9	-9.2	-4.6	-2.2	13.2	3.7	1.2	2.6	-1.7	4.5
Cc1ccc(S(=O)(=O)N2CCOCC2)cc1NC(=O)CSc1ccccn1	9.2	10.5	4.4	6.7	-4.3	9.2	10.0	-5.0	-0.2	-0.2	-7.6
O=C(NCCCc1ccccn1)C1CCC(=O)N(Cc2cccc(F)c2)C1 (configuration not stated)	-0.8	-15.1	-2.8	-0.1	-1.8	1.6	3.2	-2.5	0.4	-6.9	-26.2
COc1ccc(C(=O)Nc2cc(S(=O)(=O)N3CCCC3)ccc2Cl)cc1	0.0	7.4	-9.5	-6.3	-3.9	23.1	2.8	·	-1.0	-6.3	23.9
CC(=O)Nc1nc2ccc(C(=O)NCCOC(=O)C3CCCCC3)cc2s1	14.0	-2.2	-17.0	12.7	-3.2	14.1	-14.8	3.5	-0.8	-0.7	-6.4
CCCCNC(=O)C1(C)CCN1C(=O)c1cccc2c1OCCO2 (configuration not stated)	11.8	-58.4	-5.7	2.7	-0.1	0.8	·	·	-0.1	-10.6	0.4
COc1cc(OC)cc(C2=Cc3ccc(OC)cc3C(CC(C)=O)N2c2ccc(C#CCCO)cc2)c1 (configuration not stated)	-7.2	-31.8	·	·	-5.2	·	·	·	-0.3	-9.1	·
COc1ccc(C(CNC(=O)c2ccc(C)c(S(=O)(=O)N3CCOCC3)c2)N2CCCC2)cc1 (configuration not stated)	2.4	-5.6	13.2	2.6	-7.6	0.8	-29.8	·	-2.5	-2.8	4.5
COCCNC(=O)COC(=O)/C=C/c1c(C)nn(Cc2ccc(Cl)cc2Cl)c1Cl	23.6	-5.9	0.9	-19.8	34.7*	19.8	10.9	-5.3	-0.1	-6.0	-1.4
CCN1CCN(c2ccc(S(=O)(=O)N3CCCCC3)cc2NC(=O)/C=C/c2ccc(OC(F)F)cc2)CC1	-14.2	12.2	1.8	-9.9	-12.4	96.3*	-19.8	1.1	-0.6	-13.5	-3.0
CC1CC(C)(C)NC(=S)N1CCCC(=O)NCc1ccccc1 (configuration not stated)	5.3	7.1	-1.8	-3.4	14.6*	-0.4	-0.1	-0.5	0.7	-2.8	9.7
O=S(=O)(NC1c2cccc3cccc(c23)C1N1CCNCC1)c1ccc(Cl)cc1 (configuration not stated)	11.3	-14.4	-1.0	-8.2	-0.6	76.9*	19.6	4.8	-6.2	-4.1	41.9
O=C(Nc1ccccc1)c1nc[nH]c1C(=O)N1CCN(c2ccccc2)CC1	-1.0	-6.6	0.8	0.2	-6.1	1.1	-3.5	2.7	-2.1	-5.8	1.2
Cc1cc(Cn2nc(-c3ccccc3)cc2C(=O)NCc2cccs2)on1	-0.5	9.4	1.1	9.7	-9.2	8.3	-15.8	-0.2	4.4	-10.9	14.2

Two entries from above, reformatted.
COc1ccc(C(CNC(=O)c2ccc(C)c(S(=O)(=O)N3CCOCC3)c2)N2CCCC2)cc1 (configuration not stated)
  HIF-2a block: 2.4 | NR2E3 ag-1: -5.6 | PDI turbidity: 13.2 | Cardio protect: 2.6 | HTR2A ag: -7.6 | Peg3 promoter: 0.8 | MITF TRPM1 inh: -29.8 | NR2E3 ag-2: · | hiPSC survival: -2.5 | CaV13 ICDI inh: -2.8 | Shn3 3UTR inh: 4.5

COCCNC(=O)COC(=O)/C=C/c1c(C)nn(Cc2ccc(Cl)cc2Cl)c1Cl
  HIF-2a block: 23.6 | NR2E3 ag-1: -5.9 | PDI turbidity: 0.9 | Cardio protect: -19.8 | HTR2A ag: 34.7* | Peg3 promoter: 19.8 | MITF TRPM1 inh: 10.9 | NR2E3 ag-2: -5.3 | hiPSC survival: -0.1 | CaV13 ICDI inh: -6.0 | Shn3 3UTR inh: -1.4

(list continues)
smiles	HIF-2a block	NR2E3 ag-1	PDI turbidity	Cardio protect	HTR2A ag	Peg3 promoter	MITF TRPM1 inh	NR2E3 ag-2	hiPSC survival	CaV13 ICDI inh	Shn3 3UTR inh
COC(=O)C(NC(=O)C(NC(=O)C1CCC(C)CC1)C(C)C)C(C)C (configuration not stated)	13.5	-20.3	-0.5	4.0	0.1	12.9	-4.1	0.1	-0.2	2.0	-0.5
Nc1nc(SCc2ccccc2Cl)[nH]c(=O)c1-c1ccccc1	-112.4	7.3	5.2	-2.0	1.7	-81.5	-4.4	1.1	-5.3	-4.1	14.1
COc1ccc(CNC(=O)OCc2nccnc2C(=O)Nc2ccc(Br)cn2)cc1	-26.7	-23.3	-1.7	-10.6	2.6	-9.8	-19.0	2.7	-0.5	-7.1	-22.9
NC(=S)Nc1ccc(Cl)c(Cl)c1	21.7	-2.5	4.8	-2.3	-0.9	2.4	2.9	-3.9	0.7	-20.7	-12.3
CN(C)S(=O)(=O)c1ccc(NC(=O)C2COc3ccccc3O2)cc1 (configuration not stated)	-48.8	-24.2	·	7.0	4.3	-15.5	-16.4	1.6	-0.6	-0.5	-1.7
CCn1c(CNC(=O)c2ccccc2)nc2ccccc21	3.5	-25.1	7.9	0.9	2.9	4.4	-13.5	0.8	2.4	-7.1	-2.4
COc1ccc(C(=O)/C=C/Sc2nc3ccccc3o2)cc1	26.2	-21.4	-22.7	-12.9	10.3	90.8*	48.7	-6.7	7.4	-4.7	·
Cc1ccc(NC(=O)CC2=NC(=O)C(CC(=O)Nc3ccccc3F)S2)cc1 (configuration not stated)	-136.2	-32.9	3.7	6.8	-0.4	-105.0	-17.6	0.2	-0.2	-2.4	·
CC(C)NC(=O)c1ccc2c(c1)N(Cc1ccccc1)C(=O)C(C)(C)O2	21.3	-6.9	-3.1	7.0	2.7	17.3	-15.1	·	0.1	-1.5	8.5
CCN(CC)c1ccc(NC(=O)c2cc3c(OC)cccc3[nH]2)cc1	-96.9	-4.2	-5.6	-3.9	-9.2	-26.8	-35.4	-2.0	-0.7	-2.3	14.6
O=C(c1cccc(N2C(=O)C3C4C=CC(C4)C3C2=O)c1)N1CCCCCC1 (configuration not stated)	7.5	-31.7	-3.5	5.6	-1.3	7.1	-4.9	1.8	-2.2	0.4	-2.7
COc1ccc(OCCNC(=S)Nc2cccc3ccccc23)cc1	0.4	26.2	-5.0	-9.2	-9.2	8.4	3.3	5.6	0.2	-3.9	15.2
CCOC(=O)c1cc2c(=O)n3ccccc3nc2n(CCOC)c1=NC(=O)C(C)(C)C	3.5	-11.4	-2.2	4.0	3.5	-9.1	-1.5	1.8	-1.5	-1.6	-2.3
C#CC[N+](C)(C)CCN1C(=O)C2C(c3ccccc3)C=CC(c3ccccc3)C2C1=O (configuration not stated)	14.3	-5.0	-1.3	2.5	-0.6	1.3	-2.8	6.3	1.0	-4.6	-3.1

Outcome played no part in choosing rows; about 3.9% have a hit in one of these screens.
